# Screens (PubChem)
# CXXC DNA block: inhibitors of human MLL CXXC domain-DNA interaction; MLL-CXXC / FITC-HOXA9 DNA fluorescence polarization; Potency, µM (top dose mostly 115 µM), inactives show at the highest dose activity change, negative = inhibition, hits mostly inhibitors; 290,000 tested, 0.037% active; active = well fitted inhibition curve with a large enough effect in the polarisation, with a control signal flat, not every such curve was filed as active; inconclusive = small, poorly fitted or top-dose-only effect, or effect the other way, or a change in a side signal; inactive = no such curve, though single readings can be large or run the other way; the % refers to the polarisation
#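 Purified MLL-CXXC (added from a 7 uM solution) was preincubated 5 min at ambient with pinned compounds in 50 mM Tris-HCl pH 7.5, 50 mM NaCl, 1 mM DTT, 0.05% BSA. Fluorescein-labeled HOX-A9 DNA (50 nM solution) followed, 30 min, then polarization read.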
# VP16 counter: Gal4-VP16 reporter inhibition counter-screen. AID 2546. Drosophila S2 Gal4-VP16 UAS-luciferase, luminescence, 20 h. 310,000 tested, 3.5% active. Potency, µM (highest dose often 53.6 µM), for inactives: top-dose activity, negative = inhibition, most hits filed as inhibitors;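 note: Gal4-VP16 expression switched on by copper sulfate through the metallothionein promoter; % is set by controls: 0 for no effect and ±100 for the full control effect; nearly all actives have a fitted effect of over 50% in size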
# MBNL1 CUG block: inhibitors of human MBNL1 binding to CUG repeat RNA | Potency, µM (highest dose often 57.5 µM), for inactives: top-dose activity change, negative = inhibition, usual class: inhibitors | Q9NR56 | TR-FRET MBNL1-His/biotin-(CUG)12 binding, 665/545 ratio | AID 2675 | 280,000 tested, 0.036% active; active = well fitted inhibition curve with a large enough effect in the signal ratio, with a control signal flat, not every such curve was filed as active; inconclusive = small, poorly fitted or top-dose-only effect, or effect the other way, or a change in a side signal; inactive = no such curve, though single readings can be large or run the other way; the % refers to the signal ratio; note: % is set by controls: 0 for no effect and ±100 for the full control effect
#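 MBNL1-His + Biotin-(CUG)12, cpd titration 92 nM–58 uM; Tb anti-His Ab 0.055 ng/ul, SA-XL665 5 nM (final); 60 min RT; ratiometric 665/545 nm, Ex 340 nm; normalized to buffer and full-complex controls.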
# Rab9 promoter act: activators of Rab9 promoter; 320,000 tested, 2.8% active; Potency, µM (titrated, usually from 9.22 µM), for inactives: top-dose activation, negative = inhibition, most hits filed as activators; Huh7 Rab9 promoter-luciferase reporter, luminescence, 24 h; AID 485297; note: % of control where 0% means no effect; nearly all actives have a fitted effect of over 60% in size
#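 Luminescence read-out: Huh7 cells stably expressing Rab9-luciferase, treated 24 h with compound at 37 °C, then lysed with luciferase reagent for 10 min at ambient before reading.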
# BRCA1 expr act: activators of BRCA1 expression | MCF7-BRCA1-FFLuc reporter, luminescence, 48 h; response scale: scaled: vehicle 0%, 10 µM genistein 100% | Potency, µM (series often up to 46.1 µM), without a hit: at the top dose activation, usual class: activators | 380,000 tested, 1.1% active; note: nearly all actives have a fitted effect of over 80% in size; some results filed as inactive show a strong effect at the top dose
#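 48 h compound treatment of MCF7-BRCA1-FFLuc cells (phenol-red free MEM, 37 °C), then 15 min with luciferase substrate and luminescence imaging.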
# uPA surface inh: cell surface uPA generation inhibition; cell surface uPA generation assay, qHTS; Potency, µM (titrated, usually from 38.3 µM), for the others: top-dose activity change, negative = inhibition, most hits filed as inhibitors; 330,000 tested, 0.31% active; AID 540303; active = well fitted inhibition curve with a large enough effect; inconclusive = small, poorly fitted or top-dose-only effect; inactive = no such curve, though single readings can be large or run the other way; tested in mouse RAW 264.7 cells; note: % is set by controls: 0 for no effect and ±100 for the full control effect; nearly all actives have a fitted effect of over 55% in size
# RORgamma inh: ROR gamma (mouse) transcription inhibition | Potency, µM (titrated, usually from 53.6 µM), inactives show at the top dose activity change, negative = inhibition, most hits filed as inhibitors | Drosophila S2 Gal4-RORgamma UAS-luciferase reporter, 20 h | P51450 | 310,000 tested, 5.4% active; note: % is set by controls: 0 for no effect and ±100 for the full control effect; nearly all actives have a fitted effect of over 60% in size
#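 Compounds are pin-transferred onto Drosophila Schneider cells expressing a copper-inducible Gal4–ROR gamma transactivation domain fusion. After 1 hr, copper sulfate is added to 700 uM final; luciferase is read 20 hr later.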
# NPC1 promoter act: activators of NPC1 promoter. Potency, µM (series often up to 9.22 µM), inactives show at the highest dose activation, hits mostly activators. Huh7 NPC1 promoter luciferase reporter, 24 h. 320,000 tested, 2.4% active;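 note: % of control where 0% means no effect; nearly all actives have a fitted effect of over 60% in size; reporter is driven by a mutant NPC1 promoter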
#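 Readout is luciferase luminescence, reflecting NPC1 promoter activation in stably transfected Huh7 cells after 24 h compound exposure at 37 °C in reduced-serum medium with 10% FBS.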
# FLuc modulator: inhibits or activates purified firefly luciferase, miR-21 counter-screen | P08659 | purified FLuc, Km substrates, luminescence inhibition | Potency, µM (highest dose often 57.5 µM), for the others: top-dose activity change, negative = inhibition, actives largely listed as inhibitors | 360,000 tested, 6.9% active;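 note: plate controls were vehicle for no effect and reference inhibitor for full effect; nearly all actives have a fitted effect of over 55% in size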
#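 Biochemical qHTS of compounds, final roughly 60 µM downward over six points, against 10 nM purified firefly luciferase using Km concentrations of substrates (10 uM D-luciferin, 10 uM ATP) in Tris acetate pH 7.5 buffer; luminescence output.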
# p53 reactivation: restores transcriptional activity of mutant p53; H1299 p53-A138V BP100-luciferase reporter, luminescence, 24 h; Potency, µM (highest dose often 92.2 µM), without a hit: top-dose activity change, positive = activation, hits mostly activators; 320,000 tested, 0.063% active; note: % of control where 0% means no effect; nearly all actives have a fitted effect of over 45% in size
#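 H1299 (p53-null), stable ts p53-A138V + BP100-Luc; 1000 cells/well, Opti-MEM/10% FBS; cpd 4 pt, 1:5; 24 h, 37 deg C, 5% CO2; detection reagent 10 min RT; luminescence.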
# ELG1 genotoxic: induces genotoxicity in HEK293T cells with luciferase-tagged ELG1 | HEK293T ELG1-luciferase reporter, luminescence, 16 h | Potency, µM (titrated, usually from 46 µM), without a hit: at the top dose activity change, positive = activation, hits mostly activators | 330,000 tested, 1.3% active | AID 504466; note: % of control where 0% means no effect; nearly all actives have a fitted effect of over 60% in size
#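 DMSO vehicle served as control against compound-treated ELG1-luciferase HEK293T cells; exposure lasted 16 hr at 37 °C and 5% CO2, followed by ONE-Glo luminescence detection after 30 min.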
# Starred values were filed as active, the others as inactive; ? = inconclusive; . = no result given; & = joins results of further samples; [ ] = dose if it differs, or a comment. Unless noted, calls come from the whole dose curve; as a rule, active = well fitted curve in the direction sought with a large enough effect; inconclusive = small, poorly fitted or top-dose-only effect, or another doubt; inactive = no such curve, though single readings can be large; an effect the other way counts as inactive or inconclusive. Potency is the fitted concentration of half-maximal effect. Some of the compounds tested; the hit share may differ from the screen's.
No.	SMILES	CXXC DNA block	VP16 counter	MBNL1 CUG block	Rab9 promoter act	BRCA1 expr act	uPA surface inh	RORgamma inh	NPC1 promoter act	FLuc modulator	p53 reactivation	ELG1 genotoxic
1	O=C(NC1=NCCS1)C1CC(=O)N(c2ccc(Cl)cc2)C1 (stereo not given)	-2%	?	0%	19%	25%	0%	?	6%	0%	22%	7%
2	Nc1nc2nc(-c3ccccc3)cc(C(F)(F)F)c2s1	-7%	1%	3%	-6%	-42%	4%	-34%	-4%	-15%	-3%	8%
3	Cc1ccc(S(=O)(=O)Nc2cccc(C(=O)NCc3cccnc3)c2)cc1F	.	.	.	-20%	-71%	3.2µM*	.	-25%	-1%	-1%	-2%
4	CC1(C)OC(C(O)(c2ccccc2)c2ccccc2)[C@@H](C(O)(c2ccccc2)c2ccccc2)O1 (stereo not given in full)	-2%	-6%	3%	-1%	3%	13%	?	-4%	-3%	.	-10%
5	COc1ccc(-c2oc3ccccc3c2C(=O)OCc2ccc([N+](=O)[O-])cc2)cc1	-5%	-3%	-6%	-3%	-2%	16%	10%	-3%	0%	4%	8%
6	CCCc1nc(SCC(=O)NCC2CCCO2)c2c(=O)n(C)c(=O)n(C)c2n1 (stereo not given)	10%	2%	-3%	-11%	-19%	1%	-18%	-4%	0%	-4%	0%
7	CC(=O)Nc1cc2c3c(c1)CCN3C(=O)CC2	3%	-5%	3%	-3%	4%	-5%	-14%	1%	-1%	4%	0%[9.26 µM]
8	CC(C)NC(=O)c1onc(CSc2ccccc2F)c1C(=O)O	-6%	-13%	-9%	-2%	-1%	-1%	2%	6%	?	-2%	1%
9	CC1CCN(c2ccc([N+](=O)[O-])cc2C(=O)NCC2CCCO2)CC1 (stereo not given)	?	1%	?	8%	-22%	-12%	-14%	2%	3%	-3%	-3%
10	Cc1ccc(NC(=O)C2CC(=O)N(c3ccc4c(c3)OCCO4)C2)nc1 (stereo not given)	.	.	.	-1%	-4%	5%	.	1%	-1%	-1%	2%
11	COc1ccc(/C(N)=N/OC(=O)Oc2ccccc2)cc1	9%	7%	-6%	-7%	15%	1%	2%	3%	-12%	-3%	0%
12	COc1ccc(C(=O)CC(=O)O)c2c1C=CC(C)(C)O2	-14%	-1%	-1%	-2%	11%	4%	?	9%	9%	-2%	-5%
13	COc1ccccc1OCC(=O)NCCC1=CCCCC1	-7%	1%	-7%	-5%	-18%	-1%	2%	-2%	2%	-5%	0%
14	CC(=O)Nc1ccc(S(=O)(=O)N2CCN(c3ccc([N+](=O)[O-])cc3)CC2)cc1	2%	-24%	?	6%	-17%	-8%	?	-1%	0%	1%	9%
15	N#C/C(=C(/O)COC(=O)c1ccccc1O)c1nc2ccccc2s1	?	-1%	1%	1%	-50%	-2%	-19%	-3%	21µM*	-2%	-9%
16	COc1cc(CN2CCC(C(N)=O)CC2)ccc1OCc1ccccc1	0%	-10%	8%	?	11µM*	0%	-28%	4µM*	11µM*	?	?
17	Cc1ccc([N+](=O)[O-])cc1/C=N/Nc1nnnn1-c1ccccc1	-3%	-4%	2%	-5%	-2%	3%	?	1%	-2%	-5%	3%
18	CCOCCCNC(=O)C(c1ccc(C)cc1)N1CCOCC1 (stereo not given)	-2%	11%	7%	-2%	4%	1%	21%	0%	0%	0%	2%
19	O=c1c(-c2ccc(Br)cc2)[n+]([O-])c2ccccc2n1OCc1ccccc1	3%	-19%	-5%	-6%	-7%	5%	1%	-3%	0%	0%	9%
20	COc1cc(NC(=O)CSc2nc3[nH]ncc3c(=O)n2-c2ccccc2C)cc(OC)c1OC	6%	1%	6%	-4%	-11%	0%	-6%	-1%	0%	-11%	14%
21	COc1ccc(Br)cc1S(=O)(=O)NCc1ccccc1	10%	-2%	.	-1%	-17%	-4%	-16%[10 µM]	1%	1%	-1%	1%
22	O=C(Nc1ccc2c(c1)OCO2)C1CCN(C(=O)CSc2ncnc3ccccc23)CC1	9%	0%	0%	-12%	-28%	-10%	23%	-5%	?	?	1%
23	CCC(=O)N1CCc2cc(S(=O)(=O)CCC(=O)NCc3cccc(OC)c3)ccc21	15%	4%	-7%	-1%	-21%&-4%	-3%	-16%	-3%	-1%&-8%	3%	1%
24	CC1(C(=O)O)Sc2[nH]c(=O)sc2C2c3ccccc3OC(=O)C21 (stereo not given)	11%	3%	22%	12%	13%	-7%	?	-1%	2%	0%	-1%
25	COc1ccccc1-c1cc(C(=O)NN)[nH]n1	-13%	-4%	-10%	1%	-5%	-3%	25%	2%	-14%	2%	0%
26	CC(C)C(=O)Nc1c(O)c2ccccc2[nH]c1=O	3%	3%	-4%	-2%	1%	3%	-10%	1%	-2%	-2%	1%
27	O=C(Nc1cc(N2CCCCC2)ncn1)c1ccc(F)cc1	1%	-20%	-8%	?	52%	?	-38%	20%	?	-1%	10%
28	CN1CCN(CCOCCOc2ccc(Br)cc2Cl)CC1	-10%	7%	-11%	-5%	-11%	11%	-5%	-5%	-1%	-6%	-4%
29	CCN(CC)S(=O)(=O)c1ccc(C)c(NC(=O)Cn2c(=O)cnc3ccccc32)c1	17%	?	14%	4%	-9%	-1%	?	-5%	-6%	1%	-6%
30	CC(NS(=O)(=O)c1ccc(Br)cc1)C(=O)NCCc1ccccc1 (stereo not given)	-1%	-12%	0%	-8%	-4%	10%	-22%	8%	0%	-32%[inhibitor]	0%
31	CCOC(=O)N1CCN(CCCc2ccccc2)CC1	-5%	3%	3%	1%	31%	-1%	4%	-4%	1%	8%	0%
32	O=C(Nc1nnc(SCc2c(Cl)cccc2Cl)s1)c1cccc([N+](=O)[O-])c1	1%	4%	1%	-5%	-11%	2%	30%	-2%	?	-5%	-9%
33	Cc1ccc(C)c(OCCCC(=O)NC2CCCCC2)c1	-2%	-3%	-1%	0%	-35%	7%	17%[1.91 µM]	-1%	9%	.	-6%
34	COc1cc(C2C(C(=O)c3ccco3)=C(O)C(=O)N2Cc2ccccc2)ccc1O (stereo not given)	7%	0%	16%	-4%	-2%	2%	-12%	1%	1%	5%	4%
35	CC1CCN(C(=O)CN2C(=O)c3ccccc3S2(=O)=O)CC1	-3%	1%	-4%	2.5µM*	22%	-2%	-19%	3.5µM*	-10%	9%	?
36	CS(=O)(=O)N1CCN(CC(=O)NC2CCCC2)CC1	0%	-5%	-14%	1%	18%	15%	-37%	0%	-1%	17%	0%
37	O=C(c1ccco1)N1CCN(C2CC(=O)N(c3ccc(F)c(Cl)c3)C2=O)CC1 (stereo not given)	30%[activator]	-16%	0%	0%	0%	2%	1%	0%	1%	5%	5%

# Exported as labelled records: part of the list above
36	CS(=O)(=O)N1CCN(CC(=O)NC2CCCC2)CC1
  CXXC DNA block = 0%	VP16 counter = -5%	MBNL1 CUG block = -14%	Rab9 promoter act = 1%	BRCA1 expr act = 18%	uPA surface inh = 15%	RORgamma inh = -37%	NPC1 promoter act = 0%	FLuc modulator = -1%	p53 reactivation = 17%	ELG1 genotoxic = 0%

34	COc1cc(C2C(C(=O)c3ccco3)=C(O)C(=O)N2Cc2ccccc2)ccc1O (stereo not given)
  CXXC DNA block = 7%	VP16 counter = 0%	MBNL1 CUG block = 16%	Rab9 promoter act = -4%	BRCA1 expr act = -2%	uPA surface inh = 2%	RORgamma inh = -12%	NPC1 promoter act = 1%	FLuc modulator = 1%	p53 reactivation = 5%	ELG1 genotoxic = 4%

31	CCOC(=O)N1CCN(CCCc2ccccc2)CC1
  CXXC DNA block = -5%	VP16 counter = 3%	MBNL1 CUG block = 3%	Rab9 promoter act = 1%	BRCA1 expr act = 31%	uPA surface inh = -1%	RORgamma inh = 4%	NPC1 promoter act = -4%	FLuc modulator = 1%	p53 reactivation = 8%	ELG1 genotoxic = 0%

37	O=C(c1ccco1)N1CCN(C2CC(=O)N(c3ccc(F)c(Cl)c3)C2=O)CC1 (stereo not given)
  CXXC DNA block = 30%[activator]	VP16 counter = -16%	MBNL1 CUG block = 0%	Rab9 promoter act = 0%	BRCA1 expr act = 0%	uPA surface inh = 2%	RORgamma inh = 1%	NPC1 promoter act = 0%	FLuc modulator = 1%	p53 reactivation = 5%	ELG1 genotoxic = 5%
